High-throughput results: PubChem BioAssay, several laboratories
NR5A2 inv ag = NR5A2 inverse agonism in reporter assay | HEK293T StAR-luciferase reporter, LRH-1 transfected, 24 h | inhibition, % at 3.6 µM | 360,000 compounds, 0.13% hits;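 active = inhibition above the mean inhibition of all tested compounds plus 3 SD, cut at about 73% in these data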;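 note: 0% = DMSO wells and 100% = reporter-only cells lacking LRH-1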
Target sequence (O00482 whole entry, looked up): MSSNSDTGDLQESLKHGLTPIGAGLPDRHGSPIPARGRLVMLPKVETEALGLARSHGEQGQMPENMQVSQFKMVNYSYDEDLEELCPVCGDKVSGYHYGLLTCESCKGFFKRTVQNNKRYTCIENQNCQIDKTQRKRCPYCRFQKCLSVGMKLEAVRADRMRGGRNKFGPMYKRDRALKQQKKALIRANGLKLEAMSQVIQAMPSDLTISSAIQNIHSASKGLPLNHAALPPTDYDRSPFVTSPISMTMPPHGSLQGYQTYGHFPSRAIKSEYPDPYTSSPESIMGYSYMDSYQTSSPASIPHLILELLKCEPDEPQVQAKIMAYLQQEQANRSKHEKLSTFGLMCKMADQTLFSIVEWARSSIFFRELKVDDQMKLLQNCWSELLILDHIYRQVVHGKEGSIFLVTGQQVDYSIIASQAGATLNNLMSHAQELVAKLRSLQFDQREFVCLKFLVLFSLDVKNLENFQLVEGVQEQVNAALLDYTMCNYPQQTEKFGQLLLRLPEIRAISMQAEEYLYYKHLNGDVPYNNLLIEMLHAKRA
COUP-TFII inh = NR2F2 (human) inhibition, primary screen; P24468; HEK293T NGFI-A luciferase reporter, luminescence; inhibition, % at 8.6 µM; 370,000 compounds, 0.7% hits; AID 686940;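 active = inhibition above a per-plate cutoff, mean inhibition of test wells between control levels plus 3 SD, cut at about 38% in these data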;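 note: cells cotransfected with COUP-TFII expression vector driving the NGFI-A reporter; 0% = median of COUP-TF2 test wells and 100% = reporter-only cells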
Target sequence (P24468 whole entry, looked up): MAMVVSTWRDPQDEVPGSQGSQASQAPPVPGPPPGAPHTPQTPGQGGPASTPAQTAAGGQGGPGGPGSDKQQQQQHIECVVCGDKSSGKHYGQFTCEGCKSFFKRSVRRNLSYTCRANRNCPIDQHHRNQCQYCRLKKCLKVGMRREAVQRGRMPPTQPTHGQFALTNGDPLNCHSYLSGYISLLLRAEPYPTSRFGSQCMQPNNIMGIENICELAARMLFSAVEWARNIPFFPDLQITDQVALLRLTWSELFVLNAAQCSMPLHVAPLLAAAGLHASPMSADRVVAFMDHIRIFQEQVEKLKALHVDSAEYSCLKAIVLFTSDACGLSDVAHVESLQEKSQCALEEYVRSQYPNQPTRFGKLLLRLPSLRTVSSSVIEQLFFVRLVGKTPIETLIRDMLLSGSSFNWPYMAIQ
TRAIL sens C8 = sensitizes caspase-8 expressing cells to TRAIL; NB7+C8 cells + TRAIL, ATPlite viability luminescence; inhibition (viability loss, TRAIL sensitization), % at 10 µM; 360,000 compounds, 1% hits;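 active = compounds causing at least 50% loss of cell viability in the single-dose screen, relative to plate controls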
NCOA1 inh = inhibits human SRC1 coactivator. HEK293 GAL4-SRC1 luciferase reporter, luminescence. 360,000 compounds, 0.12% hits. AID 588354. inhibition, % at 3.6 µM;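 active = inhibition above the campaign mean plus 3 SD, with each screening campaign given its own cutoff, cut at about 60% in these data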;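 note: 0% = DMSO treated cells and 100% = gossypol at 36 µM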
CF NFkB inh = blocks PAF-induced NF-kB reporter in cystic fibrosis cells | inhibition, % at 5 µM | 360,000 compounds, 0.86% hits | AID 588850 | KKLEB NF-kB-GFP reporter, GFP fluorescence overnight;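 active = at least 50% inhibition at 5 µM, scaled per plate between neutral and stimulator controls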;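 note: PAF is a Pseudomonas aeruginosa culture filtrate used as stimulus; plate controls were PAF-stimulated DMSO wells for no effect and unstimulated DMSO wells for full effect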
SRC3 inh = human NCOA3 inhibition; HEK293 GAL4-SRC3 luciferase reporter, luminescence; inhibition, % at 3.6 µM; Q9Y6Q9; 360,000 compounds, 0.17% hits;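 active = inhibition above a per-campaign cutoff, the mean of all compounds plus 3 SD, cut at about 60% in these data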;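 note: 0% = DMSO-treated cells and 100% = gossypol-treated cells at 36 µM; higher means less SRC3-driven luciferase light from the GAL4 reporter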
LMP1 NFkB inh = reduces LMP1-driven NF-kappaB luciferase signal; inhibition, % at 12.5 µM; AID 504558; 350,000 compounds, 0.69% hits; LMP1-induced NF-kappaB luciferase reporter cells, luminescence; in the data active = inhibition above about 41%;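 note: 0% = neutral control wells and 100% = reference inhibitor control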
KKLEB tox = reduces viability of KKLEB cystic fibrosis airway cells | 360,000 compounds, 0.36% hits | AID 602141 | activity change (cytotoxicity), % at 5 µM | KKLEB CF airway cells viability, ATPlite luminescence, overnight; hits give low values; cells stimulated with P. aeruginosa culture filtrate;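 active = corrected activity change at or below -50% at 5 µM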
TWEAK Fn14 block = blocks TWEAK-Fn14 interaction in a reporter cell assay | TWEAK-stimulated Fn14 reporter cells, luciferase luminescence, 8 h | inhibition, % at 10 µM | 360,000 compounds, 2% hits | AID 1159606; in the data active = inhibition above about 50%
Shn3 3UTR inh = Schnurri-3 reporter inhibition in Clone20 osteoblasts | Clone20 osteoblast Shn3 3'UTR firefly luciferase, 24 h | inhibition, % at 12.5 µM | 360,000 compounds, 0.52% hits | AID 588674;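 active = mean inhibition of at least 75% with every replicate also reaching 75%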;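 note: 0% = median of neutral control wells and 100% = pilot-screen positive control compound; some compounds past the cut are filed as inactive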
TROY NFkB inh = blocks TROY-dependent signaling in reporter cells; 360,000 compounds, 0.98% hits; inhibition, % at 10 µM; Q293 LMP1-TROYcd NF-kB luciferase reporter, 4 h;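 active = compounds whose plate-normalised and pattern-corrected inhibition of the luciferase reporter signal at the single screening dose is 50% or more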
* = called active by the depositor; x = no result given. Some of the compounds tested; the hit share may differ from the screen's.

Every second line gives: TWEAK Fn14 block | CF NFkB inh | SRC3 inh | COUP-TFII inh | NCOA1 inh | TRAIL sens C8 | LMP1 NFkB inh | NR5A2 inv ag | Shn3 3UTR inh | TROY NFkB inh | KKLEB tox
- CCC1(C(=O)c2ccccc2)C(c2ccc([N+](=O)[O-])cc2)C1(C(=O)OC)C(=O)OC (stereo not drawn)
    1 | 16 | 10 | -3 | -7 | -7 | 5 | 19 | 8 | -1 | 2
- CCC(=O)N1c2ccc(S(=O)(=O)CCC(=O)NCCC3=CCCCC3)cc2CC1C (stereo not drawn)
    28 | -12 | 9 | 16 | -3 | 11 | -3 | 7 | -29 | 6 | -2
- COc1ccc(-n2ccn(CC(=O)Nc3ccc(OC)cc3OC)c(=O)c2=O)cc1
    17 | -5 | -12 | 0 | 1 | -7 | 2 | 28 | 6 | 0 | 17
- CSc1ccccc1NC(=O)CN(C)C(=O)COc1cccc2cccnc12
    30 | -6 | 1 | 7 | -22 | 2 | -2 | 10 | -18 | 1 | 12
- Cc1ccc(C(=O)NCC(=O)OCC(=O)NC(C)C2CC3CCC2C3)cc1 (stereo not drawn)
    -17 | -6 | -2 | -5 | -5 | 0 | -3 | -5 | 3 | -15 | 2
- O=C(CSc1nc(O)c(C2CCCCC2)c(=O)[nH]1)Nc1ccc(Cl)cc1
    5 | -3 | 14 | -5 | 13 | 7 | 11 | 9 | 11 | 21 | 7
- O=c1[nH]snc1N1CCOCC1
    7 | -7 | 3 | -7 | -3 | 4 | -10 | -22 | 1 | -9 | 4
- Cc1nc2ccccc2nc1-c1ccc([N+](=O)[O-])cc1
    7 | 10 | -31 | -17 | -39 | 11 | -8 | -16 | 5 | -21 | 4
- Nc1cccnc1Sc1ccccc1
    -1 | -11 | 13 | -21 | -6 | 3 | -4 | -14 | -2 | -21 | 13
- N#Cc1sc2nc(C3CC3)cc(-c3ccc(Cl)cc3)c2c1N
    -53 | -12 | -18 | 7 | -6 | -3 | -15 | 22 | -13 | 1 | 5
- CCC1(C)Cc2c(sc3nc(SC)nc(NCCN(C)C)c23)CO1 (stereo not drawn)
    -3 | 9 | 2 | 0 | 9 | 23 | -1 | -11 | 24 | -23 | -13
- CN(CC(=O)Nc1ccc2c(c1)OCO2)S(=O)(=O)c1ccc2c(c1)CCC(=O)N2
    -33 | -2 | -29 | 3 | -2 | 11 | -8 | 4 | -25 | -20 | 0
- Cc1ccccc1-n1nc2c(c1NC(=O)c1cc3ccccc3oc1=O)CS(=O)C2 (stereo not drawn)
    9 | 14 | 1 | x | 9 | -5 | 4 | 4 | 13 | 14 | -14
- Cc1ccccc1OCCSc1nc(N(C)C)nc(N(C)C)n1
    -3 | 12 | 8 | 23 | 5 | 2 | 3 | -6 | 52 | 2 | 9
- CCCCCCCN1CCC(=O)N([C@H](CO)Cc2ccccc2)CC1
    -12 | -19 | 8 | -19 | 0 | -10 | 4 | 21 | -44 | 7 | 12
- COc1ccccc1NC(=O)C1CCN(C(=O)c2ccc(C(C)(C)C)cc2)CC1
    17 | -10 | -1 | -8 | -7 | 3 | -24 | -67 | 11 | -47 | 3
- Cc1ccc2cc(NC(=O)C3(C)CCN3C(C)C)ccc2n1 (stereo not drawn)
    -16 | 9 | 4 | -8 | -5 | -10 | x | 10 | -10 | -6 | 7
- COc1ccc(NC(=O)CCC(=O)Nc2nnc(C(C)C)s2)cc1Cl
    5 | 1 | 14 | -4 | 16 | -17 | 2 | -9 | -5 | -15 | -16
- C=CC[C@@H](CC(=O)N[C@H](CO)Cc1ccccc1)C(=O)NCCOC(=O)[C@@H](CC=C)CC(=O)OC(C)(C)C
    -11 | -8 | -4 | 9 | -8 | -2 | 5 | -6 | 24 | 1 | 5
- CC(=O)Nc1cccc(C(=O)Nc2nc(C)cs2)c1
    -17 | 15 | 11 | 5 | -10 | 4 | -2 | -16 | -20 | -3 | -1
- O=C(c1ccc(NS(=O)(=O)c2ccc(Cl)cc2)cc1)N1CCOCC1
    -4 | 23 | 2 | 11 | 14 | 3 | 7 | -13 | -11 | -10 | 1
- CCC(=O)N(C)CCc1cc2c(c(OC)c1/C=N/NC(=O)c1ccc(Br)cc1)OCO2
    -8 | -24 | 5 | 8 | 10 | 6 | 12 | 2 | -11 | -26 | 6
- COc1ccc2cc3cc(C(=O)NCCN4CCc5ccccc5C4)sc3nc2c1
    -38 | -6 | 1 | -19 | -9 | 16 | -1 | 2 | 5 | -85 | -13
- O=C(NC(C(=O)N/N=C/c1ccccn1)c1n[nH]c(=O)c2ccccc12)c1ccccc1 (stereo not drawn)
    -5 | -6 | 3 | -24 | -4 | 10 | -6 | -16 | 11 | -2 | -6
- COc1ccc(C(=O)OCC(=O)NC(=O)NC(C)C)cc1OC
    -2 | -2 | 8 | 14 | -12 | 0 | 6 | -12 | -16 | 2 | -12
- COc1ccc(NC(=O)CSCC(=O)NCc2ccco2)cc1
    13 | 9 | -2 | -2 | -19 | 7 | 5 | -1 | -12 | -8 | 2
- CCOc1ccc(N(CC(=O)NCc2ccco2)S(=O)(=O)c2ccc(OC)c(OC)c2)cc1
    1 | 6 | 3 | -2 | -6 | 4 | -1 | 8 | -2 | 14 | 1
- CCCCOC(=O)c1ccc(NC(=S)NC(=O)c2c(Br)c(C)nn2C)cc1
    42 | 7 | 13 | 1 | -18 | -13 | 0 | -22 | -1 | 26 | -3
- CC1OC2C(OC1C)N(S(C)(=O)=O)CCN2S(C)(=O)=O (stereo not drawn)
    24 | 1 | 11 | 3 | 3 | -23 | 2 | -1 | 4 | 2 | -6
- COc1cccc(NC(=O)NCc2ccccn2)c1
    -12 | 1 | -69 | -18 | -30 | 11 | -4 | -14 | 1 | -4 | 15
- CC(=O)Nc1ccc(Oc2ccc(NC(C)=O)c(NC(C)=O)c2)cc1
    3 | -29 | 5 | 3 | 4 | -2 | -7 | 12 | -1 | -17 | 8
- CCCn1nc(CC(=O)O)c2ccccc2c1=O
    -3 | -8 | -5 | 4 | 1 | -1 | 1 | 5 | 7 | -9 | 8
- Cc1ccc(CN(CC(=O)N/N=C/c2ccco2)S(=O)(=O)c2ccc(C)cc2)cc1
    18 | 18 | 1 | 1 | -18 | -3 | 7 | 23 | -3 | -13 | -3
- Cc1cc(NC(=O)c2ccccc2F)ncc1NC(=O)c1cccs1
    -24 | 1 | -28 | -9 | -21 | 5 | 0 | -48 | -20 | -28 | -2
- CCOC(=O)N1CCC(NCCNC(=O)c2cccs2)CC1
    -5 | -3 | -8 | -15 | 0 | 2 | 4 | -6 | -2 | 2 | 1
- CCCC1C(=O)N(Cc2ccccc2)C(=O)CC1C (stereo not drawn)
    -5 | 16 | -12 | -9 | -15 | -12 | -10 | 7 | -11 | -7 | -3
- COc1ccc(Oc2nc(-c3ccccc3)ncc2S(=O)(=O)c2ccccc2)cc1
    1 | 48 | -6 | 5 | -5 | 8 | -10 | -8 | 17 | -14 | -49
- COc1cc(-c2nc3ccc4ccccc4c3c3c2CCC3)ccc1O
    1 | -4 | -17 | 12 | 4 | 2 | -18 | -10 | 4 | -27 | 0
- CCn1nnnc1NC(=O)c1ccc2ccccc2c1
    4 | 0 | 12 | -20 | 7 | 4 | 8 | 2 | -12 | -9 | 2
- O=C(CN1CCN(c2nc(-c3ccccc3)cs2)CC1)Nc1ccc2c(c1)OCO2
    2 | -13 | -1 | -10 | 6 | 1 | -2 | -3 | 1 | -2 | 18
- O=C(COC(=O)c1ccc(N2CCCC2=O)cc1)c1ccccc1
    24 | -2 | -50 | -19 | -81 | -9 | -21 | -20 | -48 | -22 | -2
- CC(OC(=O)C1CC(=O)N(Cc2ccco2)C1)C(=O)Nc1ccc(F)cc1Cl (stereo not drawn)
    -4 | -10 | 8 | -4 | -17 | 7 | -4 | 6 | -28 | 7 | 9
- O=C(N/N=C/c1ccc(N2CCCCC2)o1)c1ccccc1
    6 | -20 | -5 | -22 | -20 | -1 | 7 | -45 | -8 | -27 | 4
- CCCCCCCC(=O)NNC(=O)c1c(O)c2ccccc2n(CCC)c1=O
    11 | 16 | -6 | 5 | 0 | 3 | -2 | 1 | -1 | 38 | -4
- Cc1cc(Br)cn2c(Cc3ccccc3)c(-c3ccccc3)nc12
    36 | 22 | -16 | -6 | -1 | 3 | x | 20 | -9 | 20 | 4
- FC(F)(F)c1cccc(Cc2noc(CN3C[C@@H]4CCC[C@H]3C4)n2)c1
    -10 | 11 | 1 | -6 | -6 | 5 | -11 | -1 | -1 | -11 | -10
- O=C(CNC(=O)c1ccc(Br)o1)Nc1cccc(S(=O)(=O)N2CCCC2)c1
    8 | 8 | 16 | -12 | -3 | -11 | 0 | -6 | 9 | 8 | -6
- CSc1ccccc1NC(=O)C1CCN(S(C)(=O)=O)CC1
    -1 | -7 | 3 | 15 | 1 | 32 | 7 | 15 | -1 | -19 | 24
- CC(OC(=O)c1nsc(Cl)c1Cl)C(=O)NCCc1ccccc1 (stereo not drawn)
    14 | -10 | 6 | 3 | 5 | -9 | -3 | -2 | 13 | 0 | 5
- c1cc(CNc2ccc(N3CCOCC3)cc2)ccn1
    13 | -1 | 4 | 7 | -4 | 5 | 0 | -1 | 18 | -6 | -5
- Cc1cccc2c1NC(C)CC2C (stereo not drawn)
    8 | 10 | -2 | -13 | 5 | -12 | 3 | 22 | 11 | -3 | -6
- CCN(CC)c1ccc(/C=N/NC(=O)c2ccc3c(c2)OCCO3)cc1
    -3 | -29 | -22 | -13 | -7 | 17 | -10 | -58 | -9 | -16 | 4
- COc1ccc(C2C(C(=O)O)CC(=O)N2c2ccc(OC)cc2)cc1 (stereo not drawn)
    20 | 16 | 6 | 15 | -10 | 3 | 0 | 1 | 3 | 1 | 10
- COc1cc2c3c(c1OC)C1(C=CC(=O)C=C1)CC3N(C(=O)c1ccccc1)CC2 (stereo not drawn)
    0 | -3 | -4 | -4 | -2 | 2 | -2 | -3 | -16 | -8 | -1
- Cc1ccnc(N2C(=O)C3C4CC(C(Br)C4Br)C3C2=O)c1 (stereo not drawn)
    -5 | 6 | 8 | 2 | -1 | -23 | 2 | -13 | 4 | -11 | 15
- CC(CC(C)C(=O)Nc1ccccc1C(C)(C)C)C(=O)O (stereo not drawn)
    1 | 1 | 19 | 15 | -13 | 9 | 0 | -9 | 9 | -13 | 3
- Cc1cc(Cl)ccc1OCC(=O)NNC(=O)C1CSC2(C)CCC(=O)N12 (stereo not drawn)
    1 | -24 | -10 | -12 | -14 | 18 | 7 | 13 | -23 | -9 | 11
- O=C(Cn1nnc2c(sc3nc4c(c(-c5ccccc5)c32)CCC4)c1=O)c1ccccc1
    -7 | 15 | -11 | -4 | -6 | -2 | 12 | 21 | -1 | -14 | -8
